# APJ ag = activates the human apelin receptor APJ. P35414. CHO-K1 APJ PathHunter beta-arrestin, luminescence; 0% DMSO wells, 100% apelin. activation, % at 20 µM. 330,000 compounds, 0.11% hits. AID 2520;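 active means activation more than six SD over the plate average, tested at 20 µM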;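 further: 0% = DMSO alone and 100% = apelin-13 at 10 nM; some results filed as inactive read as strong as hits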
# Target sequence (P35414 whole entry, looked up): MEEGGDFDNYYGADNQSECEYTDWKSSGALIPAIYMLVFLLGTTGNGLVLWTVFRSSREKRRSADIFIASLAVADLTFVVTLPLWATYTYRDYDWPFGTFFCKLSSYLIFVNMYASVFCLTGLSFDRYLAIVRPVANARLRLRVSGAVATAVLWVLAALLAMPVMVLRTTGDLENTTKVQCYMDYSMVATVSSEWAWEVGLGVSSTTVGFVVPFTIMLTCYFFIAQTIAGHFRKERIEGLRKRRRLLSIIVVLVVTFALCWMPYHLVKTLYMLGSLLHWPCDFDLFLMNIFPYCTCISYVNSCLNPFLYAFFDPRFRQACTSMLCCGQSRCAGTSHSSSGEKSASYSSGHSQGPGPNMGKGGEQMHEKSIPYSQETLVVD
#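 Material: CHO-K1 APJ beta-arrestin complementation cell line; Input: cell density 1000 per well; Incubation: compound stimulation 90 min at 25 °C, detection 60 min; Signal: luminescence from split beta-galactosidase complementation, Galacton Star/Emerald II substrate; Controls: DMSO-only wells as negative, 10 nM Apelin-13 as positive control.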
# CHOP UPR activ = apoptotic UPR (CHOP) activation. AID 449763. activation, % at 10 µM. 330,000 compounds, 0.34% hits. CHO-CHOP luciferase reporter, luminescence; percent of tunicamycin response over DMSO baseline;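 active means at 10 µM dose, activation of 40% or more, normalized to positive control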;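 further: 100% = tunicamycin at 10 µg/mL and 0% = DMSO alone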
#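 System: CHO CHOP reporter cells. Amount: 500 cells per well. Buffer or medium: F12 medium, 10% FBS. Compound dosing: one dose, 10 µM in 0.5% DMSO. Incubation: 6 h compound exposure at 37 °C after overnight seeding. Technique: Steady-Glo luciferase luminescence. Benchmarks: tunicamycin and DMSO controls.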
# XBP1 UPR activ = adaptive UPR (XBP1) activation | CHO-XBP1 luciferase reporter, IRE1-XBP1 UPR activation, luminescence; percent of tunicamycin response, DMSO as zero | activation, % at 20 µM | 330,000 compounds, 0.33% hits | AID 463104;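 active means versus positive control, 20 µM dose yields 30% or more activation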;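 further: 100% = tunicamycin at 10 µg/mL and 0% = DMSO only wells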
#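 incubation = overnight seeding at 37 °C, 6 h compound treatment at 37 °C | assay system = CHO-XBP1 cells stably carrying IRE1-XBP1-driven luciferase reporter | input = 1000 cells per well | detection = luciferase luminescence | dosing = single point, 20 µM final compound, 1% DMSO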
# APJ antag = antagonists of human APJ apelin receptor; P35414; CHO-K1 APJ beta-arrestin complementation, luminescence; inhibition, % at 20 µM; 330,000 compounds, 0.32% hits; AID 2521;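 active means inhibition above about 40% at 20 µM, limit read from the data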;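 further: cells challenged with 10 nM apelin-13 agonist together with compound; plate controls were apelin-13 plus DMSO wells for no effect and DMSO wells lacking apelin-13 for full effect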
# CXCR6 inh = blocks human CXCR6 beta-arrestin recruitment; O00574; AID 602244; inhibition, % at 20 µM; 360,000 compounds, 0.36% hits; CHO-K1 PathHunter CXCR6 beta-arrestin, luminescence; in the data active means inhibition above about 34%, passing the limit was not always enough;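 further: antagonist mode with CXCL16 agonist at 10 nM final; 0% = 10 nM CXCL16 with DMSO and 100% = unstimulated wells without agonist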
# Target sequence (O00574 whole entry, looked up): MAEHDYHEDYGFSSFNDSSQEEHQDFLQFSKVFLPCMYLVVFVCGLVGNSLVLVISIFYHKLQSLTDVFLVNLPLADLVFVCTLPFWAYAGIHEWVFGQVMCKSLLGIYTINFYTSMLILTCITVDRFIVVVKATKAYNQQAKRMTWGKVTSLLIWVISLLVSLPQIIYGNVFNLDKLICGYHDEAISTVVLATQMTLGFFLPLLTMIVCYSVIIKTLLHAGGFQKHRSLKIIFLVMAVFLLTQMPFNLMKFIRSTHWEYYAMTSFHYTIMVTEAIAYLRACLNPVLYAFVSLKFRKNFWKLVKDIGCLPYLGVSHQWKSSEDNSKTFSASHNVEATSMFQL
# tim10-1 inh = growth inhibitors of tim10-1 mutant yeast | inhibition, % at 20 µM | AID 463190 | S. cerevisiae tim10-1 ts strain growth, BacTiter-Glo, 24 h | 330,000 compounds, 2.2% hits;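 active means inhibition of at least 40%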;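 further: mutant grown at 25 °C; 0% = DMSO wells with yeast and 100% = wells holding no yeast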
# TIM10 inh = TIM10 yeast growth inhibition; 330,000 compounds, 1.4% hits; inhibition, % at 10 µM; S. cerevisiae TIM10 strain growth, BacTiter-Glo luminescence, 24 h;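 active means inhibition of 40% or more at the single tested concentration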;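 further: wild-type TIM10 isogenic control strain grown at permissive 25 °C; 0% = DMSO yeast wells and 100% = minimal medium wells without yeast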
# Mdm2 MdmX PPI = disrupts the human Mdm2-MdmX interaction; O15151+Q00987; SaOS-2 split-luciferase Mdm2/MdmX complementation, luminescence; inhibition, % at 8 µM; 330,000 compounds, 3% hits; AID 485346;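 active means inhibition of at least 50% at 8 µM in the primary screen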
# tim23-1 inh = tim23-1 yeast growth inhibition. S. cerevisiae tim23-1 growth, BacTiter-Glo luminescence, 24 h. inhibition, % at 20 µM. 330,000 compounds, 1.3% hits;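 active means growth inhibition of the mutant yeast at or above 50%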;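 further: temperature-sensitive mutant grown at 25 °C; plate controls were DMSO-treated mutant yeast for no effect and medium wells lacking yeast for full effect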
# Starred values were filed as active, the others as inactive; / = no result given.
SMILES,APJ ag,CHOP UPR activ,XBP1 UPR activ,APJ antag,CXCR6 inh,tim10-1 inh,TIM10 inh,Mdm2 MdmX PPI,tim23-1 inh
CCNC(=S)NNC(=O)c1cc(-c2cccc(OCC)c2)nc2ccccc12,-5,0.9,-2,2,-3,37,15,3,22
CCOc1ccc(C(=O)NCC(=O)OCc2cc([N+](=O)[O-])cc3c2OCOC3)cc1OCC,-4,-2.1,0,2,4,6,0,12,-18
CCc1ccc(NS(=O)(=O)c2cccc3nsnc23)cc1,0,1.2,0,-7,11,1,7,6,8
CC(=O)NC(CCS(C)(=O)=O)C(=O)Nc1cc(Cl)ccc1Cl (configuration not stated),0,1.6,0,3,1,8,-11,-3,11
CCCCn1c(N)c(N(C)C(=O)c2ccc(OCC3CCCO3)cc2)c(=O)[nH]c1=O (configuration not stated),-3,-0.3,0,2,-4,13,4,-8,15
COc1ccc(OC)c(N(CC(=O)NCCSCc2ccco2)S(=O)(=O)c2ccccc2)c1,-1,-0.2,-8,-11,8,26,8,-2,28
O=Nc1c2nc3ccccc3n(O)c-2c2ccccc12,2,3.3,2,-13,3,84*,75*,17,40
COc1ccccc1CC(=O)OC(C)C(=O)Nc1ccc(S(=O)(=O)N2CCCCC2)cc1 (configuration not stated),-2,-1.6,-3,-58,-5,19,11,16,26
C=Cc1ccc(C(=O)N2CCCC(CCC(=O)N3CCN(c4ccccn4)CC3)C2)cc1 (configuration not stated),-2,1.7,-3,11,7,12,3,33,16
CC1(C)C[C@H](O)[C@@]23C[C@@H](OC2=O)[C@]2(C)C(=CCC4[C@@]5(C)CC[C@H](O)C(C)(C)C5CC[C@]42C)[C@@H]3C1 (some centres not stated),-3,0.0,-2,14,/,8,4,7,11
CCC1CCCCN1C(=O)c1ccc(OC2CCN(C(=O)COC)CC2)cc1 (configuration not stated),8,0.3,-2,6,5,15,6,18,13
O=C(Nc1ccc(F)cc1)Nc1cc(S(=O)(=O)N2CCOCC2)ccc1N1CCCC1,-1,1.3,0,3,-3,7,-4,-3,2
O=C(CNC1CCCC1)Nc1cc(Cl)ccc1[N+](=O)[O-],-2,-1.0,-2,-1,-7,1,-17,-12,1
O=C(CN1C(=O)/C(=C/c2ccccc2F)Oc2ccccc21)N1CCN(c2ccccn2)CC1,-5,3.5,3,1,8,-19,1,39,-15
CCSc1nnc(-c2cnn(-c3ccccc3)c2-n2cccc2)n1C,-2,0.9,1,5,-1,20,19,9,35
Cc1cc(C)c2c(c1)/C(=N/NS(=O)(=O)c1ccc(Br)cc1)CCC2,3,0.7,0,4,-4,21,0,-18,1
S=c1nc(-c2ccc(Br)cc2)oc2c1CCCC2,-5,4.2,0,-2,31,35,26,-190,3
Cn1c(=O)[nH]c(=O)c2c1nc(SCC(N)=O)n2Cc1cccc(Br)c1,-4,-1.4,0,11,-2,0,-39,63*,6
Cn1c(C(=O)NC2CCCCC2)cc2c(=O)n3ccccc3nc21,4,3.4,7,4,-7,23,17,-28,24
O=C(CCCCCN1C(=O)CCC1=O)Nc1ccc2c(c1)OCCO2,4,-2.6,-1,-10,-1,5,-1,13,14

# The final three compounds of the part above open the next one.
SMILES,APJ ag,CHOP UPR activ,XBP1 UPR activ,APJ antag,CXCR6 inh,tim10-1 inh,TIM10 inh,Mdm2 MdmX PPI,tim23-1 inh
Cn1c(=O)[nH]c(=O)c2c1nc(SCC(N)=O)n2Cc1cccc(Br)c1,-4,-1.4,0,11,-2,0,-39,63*,6
Cn1c(C(=O)NC2CCCCC2)cc2c(=O)n3ccccc3nc21,4,3.4,7,4,-7,23,17,-28,24
O=C(CCCCCN1C(=O)CCC1=O)Nc1ccc2c(c1)OCCO2,4,-2.6,-1,-10,-1,5,-1,13,14
O=C(NC1CCCCC1)C(c1ccccc1F)N(C(=O)c1csnn1)C1CCCC1 (configuration not stated),-2,-1.4,-2,11,10,30,3,15,28
O=C(NCc1ccco1)c1ccc(-c2cccc(Cl)c2)o1,1,1.1,3,-17,-1,31,11,-51,21
Cn1c(O)c(N=Nc2ccc(F)cc2)c2ccccc21,-3,1.9,4,20,6,22,1,3,-9
CC(=O)c1sc(NCc2ccc(C)cc2)nc1C,5,5.0,2,1,0,4,9,-79,10
CCOC(=O)c1[nH]c2ccc(OC)cc2c1NC(=O)CN1CCC2(CC1)OCCO2,6,-0.5,-1,-5,-6,10,4,-20,17
COC(=O)CCC(=O)OC1(C)C(=O)C=C2C=C(C3CC3)N(C3CCCCC3)C=C2C1=O (configuration not stated),28,-1.2,0,-18,-6,3,8,3,13
OCC1(CCc2ccccc2)CCN(Cc2c(F)ccc(F)c2F)CC1,-4,-0.3,1,11,-5,9,10,-7,-17
CCCn1c(SCC(=O)Nc2cccc(C)n2)nc2c1c(=O)n(C)c(=O)n2C,0,-1.8,-3,-7,-1,7,-13,13,9
O=C(Cc1ccc(Cl)c(Cl)c1)NNC(=S)NCC1CCCO1 (configuration not stated),0,-2.2,2,-3,0,0,9,10,-5
COC(=O)CC(c1ccc(OC)c(OC)c1)c1ccc(OC)c(OC)c1,2,1.2,-1,7,-5,19,-5,10,13
O=C(NCCN1CCc2ccccc2C1)C1CCN(S(=O)(=O)N2CCC3(CC2)OCCO3)CC1,-2,-2.3,0,8,5,-11,-10,-15,-3
Cc1ccc(C)c(N2CCN(S(=O)(=O)c3ccc(-c4cc(C)no4)s3)CC2)c1,-3,-1.2,-1,-22,2,10,2,18,-3
C/C(NC(=O)c1cccs1)=C1\C(=O)C[C@@H]2[C@H]1C2(C)C,-2,3.7,6,19,2,-5,-16,-91,10
CCOc1ccccc1CNC(=O)C1CCN(c2nc3ccccc3o2)CC1,-5,0.1,-1,5,5,25,16,12,3
Cc1cc(C)n(-c2ccc(C(=O)OCC(=O)NCc3ccco3)cc2)n1,2,0.4,0,-12,-11,13,10,6,12
Cc1ccc(CNC(=O)CCc2c(C)nc3ncnn3c2C)cc1,-1,-1.4,1,-2,0,13,11,7,3
C/C(CC(=O)Nc1ccccc1F)=N\NC(=O)Cc1ccc(Cl)cc1,-2,-1.0,3,-4,4,28,9,-8,12
O=C(Nc1ccc2ccccc2n1)c1ccc(Cl)cc1,-2,5.2,5,6,5,15,0,-197,6
Nc1c(C(=O)Nc2ccccc2F)sc2nc(Cc3ccccc3)cc(C(F)(F)F)c12,4,-1.4,6,0,3,17,-14,-1,-32
CN(Cc1nccs1)C(=O)c1cc(COc2cccc3cnccc23)on1,0,2.3,-9,-9,-15,11,-73,46,-8

# An excerpt from above, reduced to tim10-1 inh and APJ ag:
smiles	tim10-1 inh	APJ ag
CC(=O)c1sc(NCc2ccc(C)cc2)nc1C	4	5
COC(=O)CCC(=O)OC1(C)C(=O)C=C2C=C(C3CC3)N(C3CCCCC3)C=C2C1=O (configuration not stated)	3	28

# Other structures:
SMILES,APJ ag,CHOP UPR activ,XBP1 UPR activ,APJ antag,CXCR6 inh,tim10-1 inh,TIM10 inh,Mdm2 MdmX PPI,tim23-1 inh
CCOc1ccc(C(=O)N(Cc2ccc(OC)cc2)Cc2cc3cc(OC)ccc3[nH]c2=O)cc1,0,-1.0,-3,31,11,13,-33,13,-32
Cn1c(=O)c2c(ncn2CC(=O)Nc2cccc(S(=O)(=O)Nc3ccccc3F)c2)n(C)c1=O,0,1.0,-1,18,5,2,8,-6,7
O=C(COC(=O)c1cccc(Br)c1)NCc1ccco1,-1,-0.7,-1,-2,5,13,-3,9,11
COC(=O)CCC(=O)OC1(C)C(=O)C=C2C=C(C3CC3)N(C(CO)CO)C=C2C1=O (configuration not stated),14,0.0,2,-53,-25,-11,3,9,5

# Compound profiles, as listed above.
# CC(=O)c1sc(NCc2ccc(C)cc2)nc1C across the screens: APJ ag = 5; CHOP UPR activ = 5.0; XBP1 UPR activ = 2; APJ antag = 1; CXCR6 inh = 0; tim10-1 inh = 4; TIM10 inh = 9; Mdm2 MdmX PPI = -79; tim23-1 inh = 10
# O=C(Cc1ccc(Cl)c(Cl)c1)NNC(=S)NCC1CCCO1 (configuration not stated) across the screens: APJ ag = 0; CHOP UPR activ = -2.2; XBP1 UPR activ = 2; APJ antag = -3; CXCR6 inh = 0; tim10-1 inh = 0; TIM10 inh = 9; Mdm2 MdmX PPI = 10; tim23-1 inh = -5
# COC(=O)CC(c1ccc(OC)c(OC)c1)c1ccc(OC)c(OC)c1 across the screens: APJ ag = 2; CHOP UPR activ = 1.2; XBP1 UPR activ = -1; APJ antag = 7; CXCR6 inh = -5; tim10-1 inh = 19; TIM10 inh = -5; Mdm2 MdmX PPI = 10; tim23-1 inh = 13

# Screens deposited in PubChem by Sanford-Burnham Center for Chemical Genomics.

# An excerpt, so the mix of outcomes need not match the whole.
